# Compound activity: PubChem, Broad Institute
# PglD inh: blocks C. jejuni PglD acetyltransferase activity; inhibition, % at 12.5 µM; purified PglD enzyme, DTNB colorimetric CoA detection; 0.098% of 360,000 active; AID 602405; in the data active = inhibition above about 16%, passing the limit was not always enough; inconclusive = no clear call, values can overlap the other calls; note: strong numbers were not always called active
# FN deposit inh: fibronectin deposition inhibition. AH1F fibroblasts, Alexa488-fibronectin deposition fluorescence, overnight. inhibition, % at 12.6 µM. 0.086% of 350,000 active;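 active = mean inhibition across replicates of 30% or more, regardless of how many single replicates reach that level; inconclusive = mean under 30% yet at least half of replicates reach 30%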;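 note: positive control wells lacked labelled fibronectin entirely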
#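 Material: AH1F fibroblast monolayer depositing Alexa488-labelled fibronectin into matrix / Amount: 10000 AH1F cells per well / Signal: fluorescence 485/525 nm / Medium: DMEM, 2% serum / Compound: single dose, pinned / Incubation: 1 h cell adhesion before compound, then overnight fibronectin incubation / Reagent: Alexa488-FN, 24 nM final / Read-out: inhibition of fibronectin deposition signal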
# EWS-Fli block: blocks EWS/Fli oncoprotein-driven transcription; A673 NR0B1-luciferase reporter, viability-normalised; inhibition, % at 12.6 µM; 0.67% of 350,000 active; AID 651661;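 active = mean inhibition of at least 50% after viability correction, with every replicate also passing that limit; inconclusive = mean reaches 50% but only one of two replicates passes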;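 note: firefly luciferase signal divided by Alamar Blue viability fluorescence both relative to DMSO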
# PAX8 reporter: lowers PAX8-driven luciferase in RMG-I cells; inhibition, % at 12.6 µM; AID 652154; 1.2% of 360,000 active; RMG-I TPO-luciferase reporter, SteadyGlo, 24 h;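 active = mean replicate inhibition at least 60% with every replicate also reaching 60%; inconclusive = only one of the two criteria is met; inactive = mean below 60% and not all replicates reaching 60%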;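 note: luciferase light reporting Pax8 driven TPO promoter activity; plate controls were median of neutral control wells for no effect and mitoxantrone controls for full effect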
# PGC1a acetyl inh: modulators of PGC1a acetylation; U2OS PGC1a acetylation, AlphaScreen anti-acetyl-lysine; with virally co-expressed GCN5 acetyltransferase; AID 651687; inhibition, % at 15.6 µM; 0.17% of 350,000 active;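 active = every replicate shows inhibition of at least 40%; inconclusive = mean inhibition at least 40% but some replicate below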;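 note: 0% = neutral control wells and 100% = positive control wells; some results beyond the cut were filed as inactive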
# LGR2 antag: inhibitors of bursicon-induced Drosophila LGR2 receptor cAMP signaling; HEK293 LGR2, CRE-luciferase, bursicon-stimulated, 4 h; inhibition, % at 9.99 µM; AID 720647; 0.35% of 380,000 active;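 active = drop in luminescence signal, shown as inhibition above about 50% in the replicate tests, limit read from the data, passing the limit was not always enough; inconclusive = probably only some replicates passing the limit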;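 note: agonist challenge used bursicon conditioned medium at about half maximal strength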
# S100A4 inh HTS: S100A4-myosin IIA interaction inhibition. 0.14% of 360,000 active. AID 652163. P26447. inhibition, % at 10.7 µM. S100A4/TAMRA-MyoIIA peptide fluorescence polarization;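 active = mean inhibition of at least 70% across replicates, with every replicate also reaching that level; inconclusive = mean inhibition reaches 70% but some replicates fall short; inactive = mean inhibition below 70%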
# Target sequence (P26447 whole entry, looked up): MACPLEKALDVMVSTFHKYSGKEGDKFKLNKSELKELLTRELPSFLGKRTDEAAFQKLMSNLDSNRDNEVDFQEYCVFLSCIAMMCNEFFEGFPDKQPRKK
#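 Test system: S100A4 monomer protein; Medium: HEPES pH 7.2 with CaCl2, KCl, NaCl, DTT, Triton; Probe or stimulus: TAMRA-labelled myosin IIA heavy-chain peptide probe, 5 nM; Doses: one dose per compound; Times: polarization read 5 min after assay mix addition, stable 5–60 min; Benchmarks: neutral control DMSO, positive control TFP.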
# ERAP1 inh: inhibitors of human ERAP1 aminopeptidase. inhibition, % at 10.7 µM. 0.15% of 340,000 active. Q9NZ08. recombinant ERAP1, Leu-AMC fluorescence, 60 min;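 active = mean replicate inhibition of at least 30%, or all replicates individually reaching that 30% level; inactive = mean below 30% and not every replicate reaching it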;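 note: 0% = neutral control wells and 100% = L-leucinethiol positive control wells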
# Target sequence (Q9NZ08 whole entry, looked up): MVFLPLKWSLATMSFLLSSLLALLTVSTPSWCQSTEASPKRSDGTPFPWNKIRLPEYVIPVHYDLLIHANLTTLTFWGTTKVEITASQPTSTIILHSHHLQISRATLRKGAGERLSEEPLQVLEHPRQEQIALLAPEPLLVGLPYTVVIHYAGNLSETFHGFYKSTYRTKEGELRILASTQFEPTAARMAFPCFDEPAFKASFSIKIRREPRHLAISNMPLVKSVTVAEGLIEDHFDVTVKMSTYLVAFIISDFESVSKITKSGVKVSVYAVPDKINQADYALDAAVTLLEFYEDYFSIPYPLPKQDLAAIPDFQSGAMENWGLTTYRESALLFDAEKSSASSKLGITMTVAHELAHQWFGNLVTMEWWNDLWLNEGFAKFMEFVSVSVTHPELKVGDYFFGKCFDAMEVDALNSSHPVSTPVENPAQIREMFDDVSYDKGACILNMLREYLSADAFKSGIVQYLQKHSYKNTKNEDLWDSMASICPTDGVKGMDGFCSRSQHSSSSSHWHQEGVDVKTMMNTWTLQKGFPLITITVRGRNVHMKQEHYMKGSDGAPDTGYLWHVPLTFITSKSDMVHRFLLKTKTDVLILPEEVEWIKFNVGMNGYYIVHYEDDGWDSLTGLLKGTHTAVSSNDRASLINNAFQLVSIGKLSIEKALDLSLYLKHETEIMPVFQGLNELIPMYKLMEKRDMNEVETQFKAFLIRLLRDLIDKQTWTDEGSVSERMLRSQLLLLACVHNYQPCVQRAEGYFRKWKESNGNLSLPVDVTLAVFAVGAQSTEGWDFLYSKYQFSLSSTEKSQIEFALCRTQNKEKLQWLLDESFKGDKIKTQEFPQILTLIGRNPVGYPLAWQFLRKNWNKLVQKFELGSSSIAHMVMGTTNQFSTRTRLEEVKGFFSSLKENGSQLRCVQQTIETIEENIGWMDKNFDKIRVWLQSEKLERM
# The depositor's hits bear a star; u = inconclusive; x = no result given; & = joins results of further samples.
SMILES,PglD inh,FN deposit inh,EWS-Fli block,PAX8 reporter,PGC1a acetyl inh,LGR2 antag,S100A4 inh HTS,ERAP1 inh
OC[C@H]1[C@H](c2ccc(-c3ccccc3F)cc2)[C@H]2CN(Cc3cncnc3)CCCCN21,2,x,-7,1,-12,-2,-6,-1
COc1ccccc1-n1cnnc1SCC(=O)c1c[nH]c2ccccc12,4,1,10,14,1,-7,-8,-4
O=C(NCc1cn2ccccc2n1)c1ccc(Br)o1,-4,2,-7,5,-4,14,-2,-3
COCCN(CCOC)C(=O)c1ccc(SCc2ccc(C)cc2)c([N+](=O)[O-])c1,x,x,8,-1,x,0,1,-1
CCOC(=O)C(C)Sc1nnc(-c2c[nH]c3ccccc23)n1C (stereo unspecified),0,-10,-4,0,x,x,0,1
CC1CN(C(=O)CNC(=O)Cc2cccc3ccccc23)CC(C)O1 (stereo unspecified),-3,3,3,12,x,-4,-2,0
O=C(CCN1CCCCC1)NCNC(=O)CCN1CCCCC1,-2,-6,x,5,4,x,x,x
COc1ccc(C(=O)Nc2ccc3c(c2)OCCO3)cc1Br,4,2,-91,-132,-15,-66,-6,-2
CC(=O)N(C)C[C@@H]1Oc2cc(C#Cc3cccnc3)ccc2S(=O)(=O)N([C@H](C)CO)C[C@@H]1C,-1,-7,-35,x,7,6,0,0
O=C1NC(=O)c2cc(Oc3ccc([N+](=O)[O-])cc3)ccc21,4,7,5,-10,15,x,1,-1
COc1cc(CN2CC3(CN(C(=O)NC(C)C)C3)c3c(n(C)c4cc(OC)ccc34)[C@H]2CO)cc(OC)c1,x,x,27,x,10,-2,-4,-1
O=C(CCN1C(=O)S/C(=C\c2ccc(F)cc2)C1=O)Nc1ccc(C(=O)O)c(O)c1,-2,-11,10,-15,-2,15,-6,-16
C[C@@H]1CCCCO[C@H](CN(C)C(=O)Nc2ccc(C(F)(F)F)cc2)[C@@H](C)CN([C@H](C)CO)C(=O)c2cc(NC(=O)Nc3ccc4c(c3)OCO4)ccc2O1,0&1,-9&2,0&1,-1&15,2&-7,11,-4&-1,-3&-1
Cc1ccc(-n2c(N)c(C(=O)Nc3c(C)n(C)n(-c4ccccc4)c3=O)c3nc4ccccc4nc32)cc1,7,0,22,16,-7,6,3,1
Cc1ccc2nc(CCl)[n+]([O-])c(-c3ccccc3)c2c1,7,-4,9,6,x,-3,-6,-2
Cc1sc2ncn(CC(=O)NCCCC(=O)N3CCC(C)CC3)c(=O)c2c1C,4,1,-7,5,0,-8,0,0
COC(=O)c1ccccc1NC(=O)CSc1nc2c(c(=O)[nH]1)CCC2,-3,-10,x,-3,11,-11,2,-6
COc1ccc(OC)c(CN2C(=O)c3ccccc3C2C(=O)NCC2CCCO2)c1 (stereo unspecified),8,-3,-2,2,-24,2,-4,x
C=CCNC(=O)C(C)N1c2cccc3cccc(c23)S1(=O)=O (stereo unspecified),-1,-4,7,4,-18,9,2,0
Cc1ccc(S(=O)(=O)Nc2ccc3c(c2)C(=O)N([C@H](C)CO)C[C@H](C)[C@H](CN(C)Cc2ccc(Cl)c(Cl)c2)OCCCC[C@H](C)O3)cc1,x,-10,-1,17,0,15,4,3
O=C(C[C@@H]1C[C@H]2c3cc(NS(=O)(=O)c4ccccc4)ccc3O[C@H]2[C@H](CO)O1)NC1CCCCC1,1,-4,2,15,1,4,18,-2
CC(C)Oc1ccc(CN2CCC2(C)C(=O)NCc2cccc3ccccc23)cc1 (stereo unspecified),-2,6,3,8,-23,u,-6,1
COC(=O)C1=C(C)N(Cc2ccc(Cl)cc2)C(=S)NC1c1cccc(Br)c1 (stereo unspecified),x,-3,2,5,x,7,-3,0
CCN(c1ccc(NC(=O)COC(=O)c2ccc([N+](=O)[O-])o2)cc1)C(C)C,1,4,-14,-18,4,-1,-4,1
COc1ccc(NC(=O)N2C[C@H]3[C@@H](c4ccccc42)[C@H](CO)N3C(=O)C2CC2)cc1,2,x,-7,-23,3,9,x,x
CNS(=O)(=O)c1cccc(C(=O)OCC(=O)Nc2ccc(Cl)cc2F)c1,1,-6,-7,4,1,-3,1,-3
CCOc1ccc(C(=O)Nc2cccc(SC)c2)cc1,-10,4,-151,-139,0,-24,-6,2
Cc1ccc(S(=O)(=O)NCC2CCC(C(=O)NCc3cccs3)CC2)cc1 (stereo unspecified),x,-4,8,1,x,22,-25,-1
Cc1ccc(CN2CCN(Cc3cnc(N(C)C)s3)CC2CCO)o1 (stereo unspecified),x,0,-3,11,-13,17,-3,-6
COc1ccc(-c2nc3cc(C)c(Br)c(C)n3c2Cc2ccccc2C(F)(F)F)cc1OC,x,-4,-24,-15,x,19,-3,12
CCOC(=O)c1cnc(-c2ccccc2)nc1C(F)(F)F,0,3,12,5,-7,-45,-23,0
COc1ccc(NC(=O)Nc2ccc3c(c2)C(=O)N([C@H](C)CO)C[C@@H](C)[C@H](CN(C)C(=O)Nc2ccccc2)O3)cc1,0,x,3,x,3,1,-9,-1
COc1ccc(CN(C)C[C@H]2Oc3c(NC(=O)Nc4ccc(C(F)(F)F)cc4)cccc3C(=O)N([C@H](C)CO)C[C@H]2C)cc1,4,x,6,8,13,1,-3,-1
Cc1nc(C)c(CCNC(=O)c2ccccc2)s1,0,-1,-6,11,5,-10,-4,2
CSCCC(NC(=O)c1ccco1)C(=O)N1CCC(C(N)=O)CC1 (stereo unspecified),x,3,-3,18,x,4,-9,5
CC(C)COC(=O)C(C#N)c1nc2ccccc2nc1N1CCN(Cc2ccc3c(c2)OCO3)CC1 (stereo unspecified),-3,x,x,x,23,x,-3,-1
C[C@H](CO)N1C[C@H](C)[C@@H](CN(C)CC2CCCCC2)Oc2c(NS(=O)(=O)c3ccc(Cl)cc3)cccc2C1=O,0,5,-1,-2,x,13,-13,-3
CC1CC[C@@]2(OC1)O[C@H]1CC3[C@@H]4C[C@@H](O)[C@@]5(O)C[C@@H](O)[C@H](O)C[C@]5(C)[C@H]4CC[C@]3(C)[C@H]1[C@@H]2C (stereo partly specified),x,3,11,-12,x,13,-4,-4
CC(C)NC(=O)Nc1ccc2c(c1)CC(=O)N([C@@H](C)CO)C[C@H](C)[C@@H](CN(C)C(=O)Nc1ccc3c(c1)OCO3)O2,7,x,-11,3,-2,4,0,0
CCCCN1C(=O)CCC(C(=O)O)C1c1ccc([N+](=O)[O-])cc1 (stereo unspecified),4,24,-7,-14,2,9,-4,-6
C[C@@H]1CN([C@@H](C)CO)C(=O)c2cc(NC(=O)CCCN(C)C)ccc2O[C@H]1CN(C)S(=O)(=O)c1ccc(F)cc1,0,x,-11,-31,0,14,7,-1
CCN(CC)S(=O)(=O)c1ccc(NC(=O)c2cc(=O)[nH]c3ccccc23)cc1,x,-1,13,13,7,-10,0,1
Cc1ccc(NC(=O)c2ccc(OC(=O)COc3cccc(Cl)c3)cc2)cc1,-2,-9,x,-115,-5,-44,x,x
C[C@H]1CN([C@@H](C)CO)C(=O)c2cc(-c3ccncc3)cnc2O[C@H]1CN(C)S(=O)(=O)c1ccc(F)cc1,0,x,6,-1,8,-9,-8,0
O=C(Nc1ccc2c(c1)[C@H]1C[C@H](CC(=O)N3CCOCC3)O[C@H](CO)[C@H]1O2)c1cccnc1,0,-3,-5,-2,0,-7,13,-1
C[C@H](CO)N1C[C@H](C)[C@H](CN(C)Cc2ccc(Oc3ccccc3)cc2)Oc2c(NS(=O)(=O)c3ccc(Cl)cc3)cccc2C1=O,-6,3,8,x,0,11,-11,0
CCS(=O)(=O)Nc1ccc2c(c1)C(=O)N(C)[C@@H]1CC[C@H](CC(=O)N3CCCCC3)O[C@H]1CO2,-1,-6,1,-7,6,-11,2,3
CCOC(=O)NC(=S)Nc1ccc(C(C)(C)C)cc1,-4,-3,-29,-37,3,-35,15,-1
CCOC(=O)c1c(-c2ccc(C)cc2)csc1NC(=O)/C(C#N)=C/c1ccc(O)c(OC)c1,x,-24,9,27,x,13,1,-4
CCC(=O)N1C[C@H](C)[C@@H](OC)CN(C)C(=O)c2cc(NC(=O)c3cnccn3)ccc2OC[C@H]1C,-2,4,1,x,-4,-5,6,2
O=C1Nc2cc(C(=O)N3CCOCC3)ccc2S/C1=C\c1ccccc1,-6,10,-7,10,x,4,-1,1
COc1ccc(NS(=O)(=O)c2ccc(F)c(F)c2F)cc1S(=O)(=O)N1CCOCC1,-1,6,4,-6,6,-4,-1,-6
Cc1ccc(CN(C)C(=O)c2cccc(S(=O)(=O)N3CCc4ccccc43)c2)cc1,4,6,6,24,x,4,-1,1
O=C1CCc2cc(NS(=O)(=O)c3ccc(F)cc3)cc3c2N1CCC3,4,6,-13,-10,x,-15,-6,-1
O=S(=O)(NCc1cccs1)NCc1ccccc1F,-3,x,7,11,-3,-26,0,-3
Cc1ccc[n+](CC(=O)c2ccc(NC(=O)c3ccccc3)cc2)c1,x,7,2,14,x,x,0,-6
C/C(=N\NS(=O)(=O)c1ccc(C)c([N+](=O)[O-])c1)c1cccs1,2,6,-6,11,-2,-15,1,-3
CCCC#Cc1ccc([C@H]2[C@H](CO)N3C(=O)CN(S(=O)(=O)Cc4ccccc4)C[C@@H]23)cc1,x,x,-3,x,-8,8,2,3
O=C(CN1CCCCC1)Nc1cc(Cl)ccc1Oc1ccccc1,x,-10,7,6,x,15,-3,-2
CCCn1c(CCNc2nc(-c3cccc(Br)c3)cs2)nc2ccccc21,-1,0,10,-2,-2,5,1,3

# Continued.
SMILES,PglD inh,FN deposit inh,EWS-Fli block,PAX8 reporter,PGC1a acetyl inh,LGR2 antag,S100A4 inh HTS,ERAP1 inh
COc1ccc(CNC(=O)CC[C@H]2O[C@@H](n3cc(C)c(=O)[nH]c3=O)C[C@@H]2O)cc1,3,8,-1,9,12,1,-1,-2
O=C(NCc1ccncc1)c1ccc(Cn2cc(C(F)(F)F)ccc2=O)cc1,2,x,x,x,x,11,0,1
Cc1cccc(-c2nnc3sc(-c4ccccc4C)nn23)c1,5,10,x,x,-4,9,x,x
CCC(=O)Nc1ccc(/C=C(\C(C)=O)C(=O)c2ccccc2)cc1,x,-7,3,-6,x,52*,2,1
COc1ccc(CSC2=NCCN2)cc1Cl,1,-10,x,x,-10,-3,x,x
C=CCn1c(SCC(=O)Nc2ccc(F)cc2)nnc1-c1cnccn1,1,7,-41,-18,1,-1,-1,1
Oc1ccccc1-c1nnco1,0,-3,-9,-6,12,-1,2,-1
C/C(=N\O)c1sc(-c2ccccc2)nc1C,x,6,-10,-152,x,-92,-4,3
O=C(C[C@H]1C[C@@H]2c3cc(NS(=O)(=O)c4ccc(F)cc4)ccc3O[C@@H]2[C@@H](CO)O1)NCc1ccccc1,4,-5,4,20,2,-10,-30,0
O=C(O)CC1(CC(=O)Nc2ccc(Br)cc2)CCCCC1,x,-14,4,-2,-4,-5,-4,-3
